TAAR1 antagonist: human TAAR1 antagonism; CHO RD-HGA16 TAAR1, Fluo-8 calcium fluorescence, antagonist; Q96RJ0; inhibition, % at 3 µM; hit rate 1.5% among 360,000;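 active = inhibition above a per-plate cutoff, the mean inhibition of test compounds on that plate plus 3 SD, cut at about 49% in these data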;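 note: 0% = DMSO plus EC80 beta-PEA response and 100% = DMSO alone without agonist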
Target sequence (Q96RJ0 whole entry, looked up): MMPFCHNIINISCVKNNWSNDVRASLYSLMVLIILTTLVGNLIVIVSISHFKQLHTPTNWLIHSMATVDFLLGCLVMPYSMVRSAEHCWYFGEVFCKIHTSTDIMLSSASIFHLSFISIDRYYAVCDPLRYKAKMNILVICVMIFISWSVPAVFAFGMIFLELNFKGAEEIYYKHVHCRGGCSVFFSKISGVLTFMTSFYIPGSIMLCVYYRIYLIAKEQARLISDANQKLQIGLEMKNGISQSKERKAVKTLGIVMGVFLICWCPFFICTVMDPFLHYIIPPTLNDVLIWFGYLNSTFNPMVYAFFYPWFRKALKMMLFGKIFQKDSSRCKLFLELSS
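System: CHO RD-HGA16 cells bearing hTAAR1. Reagent: EC80 β-phenethylamine stimulus. Schedule: seeding 17-24 h prior, 75-min 37 °C, 30-min RT dye loading. Signal: Fluo-8 intracellular calcium dye fluorescence, real-time kinetic reads. Read-out: % inhibition from peak post-agonist over basal fluorescence ratio. Benchmarks: vehicle wells and EC80 agonist wells. Replicates: n of 1.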
CHO-K1 Ca PAM: counter-screen for M1 PAMs: effect in parental CHO-K1 cells | ATP EC20, Fluo-8 calcium fluorescence; 0% at ATP EC20, 100% at ATP max | activation, % at 3 µM | hit rate 0.02% among 360,000;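 active = activation above the run cutoff, the mean activation of all test compounds plus 3 SD, cut at about 40% in these data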;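 note: peak over basal fluorescence ratio in a 140 s read after ATP addition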
CHO-K1 Ca antag: counter-screen for M1 antagonists: effect in parental CHO-K1 cells; ATP-induced calcium, Fluo-8 fluorescence; hit rate 0.6% among 360,000; inhibition, % at 3 µM;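 active = inhibition above a per-plate cutoff, the plate's mean sample inhibition plus 3 SD, cut at about 24% in these data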;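 note: 0% = DMSO plus EC80 ATP and 100% = DMSO alone without ATP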
TAAR1 ag: agonists of human TAAR1; activation, % at 3 µM; Q96RJ0; hit rate 0.99% among 360,000; CHO RD-HGA16 TAAR1, Fluo-8 calcium fluorescence; vehicle wells 0%, saturating PEA agonist 100%;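 active = activation above the mean activation of all test compounds in the run plus 3 SD, cut at about 38% in these data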
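test system = CHO RD-HGA16 cells carrying human TAAR1 plus Gα16 | schedule = 17-24 h seeding, 75 min 37 °C dye, 30 min RT | compound dosing = 3 µM single concentration | control set = DMSO and PEA EC100 | replicates = n 1 | signal = Fluo-8 fluorescence, 5 s baseline then 140 s kinetic read | measure = percent activation vs PEA EC100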
M1 ag parental: counter-screen for M1 agonists: effect in parental CHO-K1 cells; Fluo-8 calcium fluorescence; scaled to maximal ATP response, vehicle zero; activation, % at 3 µM; hit rate 0.48% among 360,000; AID 602248; in the data active = activation above about 15%;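 note: untransfected CHO-K1 host cells lacking M1 receptor as counterscreen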
CHRM1 agonist: human M1 muscarinic receptor agonism. P11229. activation, % at 3 µM. hit rate 0.33% among 360,000. CHO-K1 hM1, Fluo-8 calcium fluorescence, agonist mode; 0% DMSO, 100% acetylcholine EC100. AID 588814;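 active = activation above the run's mean compound activation plus 3 SD, cut at about 16% in these data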;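 note: peak over basal fluorescence ratio within a 140 s kinetic read after compound addition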
Target sequence (P11229 whole entry, looked up): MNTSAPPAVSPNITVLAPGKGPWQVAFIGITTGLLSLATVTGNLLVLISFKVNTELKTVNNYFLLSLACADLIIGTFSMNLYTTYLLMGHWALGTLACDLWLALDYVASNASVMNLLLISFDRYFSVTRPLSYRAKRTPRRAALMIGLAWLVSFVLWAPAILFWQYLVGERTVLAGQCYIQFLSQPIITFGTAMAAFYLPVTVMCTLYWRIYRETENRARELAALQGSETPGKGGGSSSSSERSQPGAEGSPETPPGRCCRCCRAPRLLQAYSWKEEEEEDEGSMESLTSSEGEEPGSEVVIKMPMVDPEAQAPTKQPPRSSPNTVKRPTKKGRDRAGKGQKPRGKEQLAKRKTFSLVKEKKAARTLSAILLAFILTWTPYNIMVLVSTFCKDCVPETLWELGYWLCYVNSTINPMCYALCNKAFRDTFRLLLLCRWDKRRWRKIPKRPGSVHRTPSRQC
OXTR potentiator: potentiators of human oxytocin receptor; activation, % at 3 µM; hit rate 0.061% among 320,000; P30559; CHO-OTR cells, Fluo-8 calcium fluorescence, potentiator mode; 0% = oxytocin EC15, 100% = EC100;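 active = activation above that plate's cutoff, the mean activation of tested compounds plus 3 SD, cut at about 6.6% in these data, passing the limit was not always enough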;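 note: 100% uses oxytocin at 75 nM as the full agonist control; some results filed as inactive read as strong as hits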
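Dosing: Single dose, 3.0 µM nominal final compound concentration | Material: Human OTR in CHO cells | Technique: Kinetic Fluo-8 calcium fluorescence | Benchmarks: EC15 oxytocin alone as 0%, 75 nM oxytocin as 100% | Probe or stimulus: Oxytocin at about EC15, sub-maximal agonist stimulus | Incubation: Compound 6 min at room temperature before oxytocin, 100 s read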
V1R ag counter: counter-screen for oxytocin receptor agonists: human V1a receptor agonists; P37288; CHO-V1R cells, Fluo-8 calcium fluorescence, agonist mode; 0% DMSO, 100% 3 nM vasopressin; activation, % at 3 µM; hit rate 0.25% among 320,000;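 active = activation above the mean activation of all tested compounds plus 3 SD, per screening run, cut at about 20% in these data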;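 note: signal is peak over basal fluorescence ratio across a 100 second FLIPR read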
CHO parental Ca: counter-screen: ATP calcium response change in parental CHO cells; parental CHO-K1, ATP-induced calcium, Fluo-8 fluorescence; inhibition, % at 5.6 µM; hit rate 0.63% among 330,000; AID 463079;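 active = inhibition above that plate's mean sample inhibition plus 3 SD, cut at about 26% in these data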;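 note: 0% = ATP-challenged DMSO wells and 100% = DMSO wells without ATP; some compounds past the cut are filed as inactive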
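Test system: untransfected parental CHO cell line; also added: ATP stimulus; dosing: 5.6 µM, single dose; signal: calcium-sensitive Fluo-8 fluorescence; measure: percent inhibition of ATP-evoked calcium rise, normalized to controls; benchmarks: low control ATP plus DMSO, high control DMSO only; replication: one well per compound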
* hit, by the source's call; x = not tested or not shown.

Below each SMILES – TAAR1 antagonist	CHO-K1 Ca PAM	CHO-K1 Ca antag	TAAR1 ag	M1 ag parental	CHRM1 agonist	OXTR potentiator	V1R ag counter	CHO parental Ca
> Cc1ccc(C)c(NC(=O)CN(C)C(=O)Cc2coc3cc(C)c(C)cc23)c1
→ x	-4	-12	x	0.1	0	-6	-0.6	-12
> Cc1ccc(/C=C/C(=O)OCC(=O)Nc2ccccc2Sc2ccccc2)cc1
→ -7	-9	12	0	-0.5	-1	-4	2.5	-11
> CCc1c(O)nc(SCc2ccc(F)cc2)[nH]c1=O
→ -6	35	-11	8	0.7	-2	-8	-0.3	-10
> COc1cccc(-c2cc(C(=O)NN3CCOCC3)c3ccccc3n2)c1
→ -11	18	-3	1	1.8	-6	-10	1.2	-7
> c1ccc(Cn2ncc3c(N4CCN(c5ccccc5)CC4)ncnc32)cc1
→ 25	2	-4	10	2.9	-1	x	x	x
> CC/C=C(\NC(C)=O)c1ccccc1
→ 8	0	-12	12	0.2	-5	-2	0.7	2
> CCN(CC)CCn1c(=S)[nH]c2cc(C(=O)NCc3ccccc3)ccc2c1=O
→ -26	-5	-3	0	0.4	-6	x	x	x
> CC(=O)Nc1ccc(S(=O)(=O)Nc2cccc(N(C)S(C)(=O)=O)c2)cc1
→ -11	6	-2	2	0.0	-2	1	0.4	2
> O=c1cc(CN2CCCCC2)c2c(ccc3ccccc32)o1
→ 1	13	-1	0	0.2	-9	x	x	x
> CCOC(=O)c1c(CSc2ccccc2)n(C)c2cc(Br)c(OC)c(O)c12
→ 32	7	4	2	0.7	-7	-17	1.4	-5
> CCC(C)[C@@H](C(=O)Nc1ccc(OC)c(OC)c1)N1Cc2ccccc2C1=O (stereo partly specified)
→ -18	22	-1	-1	0.5	-3	2	-0.9	-8
> COCCn1c(SCC(=O)c2ccccc2)nc2c(c1=O)SCC2
→ -26	8	-2	-2	0.5	-6	-17	-0.7	-26
> CCOC(=O)N1CCC(Nc2c(Nc3cccc(CC)c3)c(=O)c2=O)CC1
→ 16	-3	-7	14	2.6	-1	-7	1.6	-14
> CCOCc1nnc(NC(=O)c2cc(Cl)ccc2OC)s1
→ -8	-4	0	12	0.4	0	-11	0.4	-10
> CCOC(=O)C(NC(=O)Nc1ccc(Cl)cn1)(Oc1ccccc1)C(F)(F)F (stereo unspecified)
→ 7	10	-1	7	1.0	-6	-3	0.8	-7
> Cc1cc(C(=O)OCC(=O)NCCCN2CCCC2=O)c2ccccc2n1
→ -10	-7	10	4	-0.4	-3	-16	0.9	-15
> CCn1ncc(C2=NOC(C(=O)Nc3cc(OC)c(Cl)cc3OC)C2)c1C (stereo unspecified)
→ -7	-3	-18	17	1.3	-2	-3	1.2	-8
> COc1ccc2c(C)cc(N3CCN(c4ccc(F)cc4)CC3)nc2c1
→ 13	-1	-7	-3	2.6	0	-8	-0.7	-31
> CC(O)CC(C(=O)NNc1ccccc1)C(=O)NNc1ccccc1 (stereo unspecified)
→ 21	-6	10	1	3.2	-8	-12	0.8	-3
> COc1ccc(/C(C)=N/NC(=O)CNC(=O)/C=C\c2ccccc2OC)c(OC)c1
→ -13	19	-15	2	0.4	-5	-2	-0.1	-12
> CN=Cc1nc(-c2ccccc2)oc1O
→ -20	6	0	10	-0.1	0	-6	0.6	19
> CSC1=NCCN1C(=O)c1ccc(S(=O)(=O)N2CCCCC2)cc1
→ 2	-11	0	0	1.3	-1	-5	1.2	-7
> CSc1ccccc1COC(=O)Nc1ccccc1C
→ 17	14	1	6	0.1	-14	-5	-1.2	-25
> CC(Nc1ccnc2cc(Cl)ccc12)c1ccc(S(N)(=O)=O)cc1 (stereo unspecified)
→ -2	-24	13	53*	-0.2	-11	-6	1.2	2
> CN(C)c1ccc(NC(=O)Nc2ccc3c(c2)nnn3C)cc1
→ -12	1	-4	1	0.4	-3	-15	-0.2	-13
> CCOC(=O)C1CCCN(C(=O)C(C)(C)Oc2ccc(Cl)cc2)C1 (stereo unspecified)
→ -23	4	1	-2	5.4	-3	-7	-1.6	-13
> CC(NC(=O)CN1CCN(c2ncccn2)CC1)c1ccc(F)cc1 (stereo unspecified)
→ -10	16	-8	4	0.3	-4	-3	0.8	-5
> O=[N+]([O-])c1cccc(COc2ccc(CN3CCOCC3)cc2)c1
→ -7	16	-13	5	2.0	-4	x	x	x
> O=C(NCC1CCCO1)c1ccc(CNS(=O)(=O)c2ccc(F)c(Cl)c2)cc1 (stereo unspecified)
→ 10	1	-14	2	1.6	-6	-15	0.0	-9
> CCOC(=O)[C@]12CCC=C1N(Cc1ccc3c(c1)OCO3)C(=O)[C@H](CC(=O)N1CCCC1)C2
→ -9	10	-5	1	1.4	x	x	x	x
> COc1ccccc1CNS(=O)(=O)c1ccc2c(c1)CCCN2C(C)=O
→ 4	-25	8	1	4.3	0	-6	3.3	-18
> CCCc1c(O)nc(SCc2ccccc2)[nH]c1=O
→ -11	19	-7	10	0.5	-1	-1	1.2	-4
> CNC(=S)NCCc1c[nH]c2ccc(OC)cc12
→ -13	-3	9	1	-0.2	-5	-12	-0.2	-1
> COc1ccc(/C=C/C(=O)NC(=S)Nc2ccc(S(=O)(=O)Nc3nccnc3OC)cc2)cc1
→ 22	9	7	12	1.2	-6	-8	0.2	-5
> CCOc1ccc(S(=O)(=O)N2CCCCC2)cc1NC(=O)c1cccnc1OCC
→ -7	3	-9	8	-0.1	0	-4	0.6	-20
> Cc1onc(-c2ccccc2)c1C(=O)n1cccn1
→ 14	19	-7	8	0.2	-4	-2	0.8	6
> CCOC(=O)C1CCN(C(=O)Cn2cnc3sc(C)c(S(=O)(=O)N4CCCCC4)c3c2=O)CC1
→ -3	-8	-5	0	0.6	-1	-7	-0.5	-21
> Cc1c(C(=O)N2CCOCC2)sc(NC(=O)Cc2ccccc2)c1C#N
→ -1	-15	1	1	0.3	-3	3	0.9	0
> CCOC(=O)N1CCC(NC(=O)c2cccnc2SC)CC1
→ -2	19	-13	2	0.3	-2	-17	0.3	-18
> CCOC(=O)CN1NC2(CCCCCCC2)NC1=S
→ -12	-3	-1	12	0.7	-2	0	0.0	1
> CC(C)NC(=O)CSc1nccc(-c2cccs2)n1
→ -7	13	-7	0	0.4	0	3	0.1	-9
> COc1ccc2ccccc2c1/C=N/NC(=S)NCCN1CCOCC1
→ -31	8	-5	3	0.7	-6	7	-0.5	-3
> CCOC(=O)Cn1nc(C)c(NC(=O)COc2ccc(F)cc2F)c1C
→ x	14	-18	x	0.3	-3	2	-0.1	9
> COc1ccc(OC)cc1
→ -23	16	3	5	0.2	1	-7	0.5	1
> COc1cccc(CNS(=O)(=O)c2ccc(-n3cnnn3)c(C)c2)c1
→ -7	-3	-10	0	4.0	-2	-6	2.7	-1
> COc1ccc(/C=C/C(=O)Nc2cccc(C(C)=O)c2)cc1
→ 10	2	4	13	19*	-3	-8	3.4	-11
> CCOC(=O)c1[nH]c(C)c(C(=O)N2CCN(C(=O)OCC)CC2)c1CC
→ -3	-12	26*	0	-0.1	0	1	-0.1	-3
> O=C(Nc1ccc(Oc2ccccc2)nc1)C1CCCCN1Cc1ccc(O)cc1 (stereo unspecified)
→ -16	13	-5	3	1.9	-5	-6	1.1	-11
> COC(=O)c1cc(NS(=O)(=O)c2ccc(N3CCCCC3)c([N+](=O)[O-])c2)cc(C(=O)OC)c1
→ 5	21	-7	0	0.9	-4	2	-0.1	-19
> Cc1ccc(-n2[nH]c(C)c(/C=N/n3c(C)nc4ccccc4c3=O)c2=O)cc1
→ 7	20	-20	8	0.4	1	1	0.0	1
> O=C1N=C(N2CCc3ccccc3C2)S/C1=C\c1cccc(O)c1
→ 24	17	0	9	3.3	0	-6	2.6	-22
> Cc1nn(C)c(C)c1NC(=O)c1ccc(Cl)cc1
→ 4	7	10	1	-0.3	-4	-5	-0.2	-8
> CC(OC(=O)c1ccc(F)cc1)C(=O)Nc1nc(-c2cccc([N+](=O)[O-])c2)cs1 (stereo unspecified)
→ 25	2	9	-2	0.1	-6	-3	-0.5	-14
> CN(CC(CC(=O)Nc1nncs1)c1ccccc1)S(=O)(=O)c1ccc(Br)cc1 (stereo unspecified)
→ -18	-7	0	-1	0.7	-2	3	-1.0	-21
> CCOC(=O)N1CCN(C2CCCN(C(=O)c3ccccc3N(C)C)C2)CC1 (stereo unspecified)
→ -7	19	-15	1	0.3	-2	0	1.2	-12
> O=[N+]([O-])c1c(Nc2ccc(O)cc2)cc(Cl)c2nonc12
→ 63*	-3	45*	-4	-1.5	-12	-11	-1.8	61*
> Cc1ccsc1CN(C)C(=O)CN1C(=O)NC(c2ccccc2)(c2ccccc2)C1=O
→ 20	14	-10	14	2.7	-2	-9	2.7	-33
> O=C(CSCc1ccc(Cl)cc1)NN=C1CCCC1
→ 1	21	-9	-1	0.9	-8	-3	0.2	-2
> CC(C)CC(N)c1csc(NC(=O)c2cc(C(C)(C)C)nn2Cc2ccccc2)n1 (stereo unspecified)
→ 12	9	-7	35	1.3	-1	x	x	x
> O=C(CSc1ncn[nH]1)Nc1ccccc1Sc1ccccc1
→ 1	10	-14	6	1.6	-1	-6	-0.5	-12

Going on with the list.
Below each SMILES – TAAR1 antagonist	CHO-K1 Ca PAM	CHO-K1 Ca antag	TAAR1 ag	M1 ag parental	CHRM1 agonist	OXTR potentiator	V1R ag counter	CHO parental Ca
> O=C(NCCc1csc(-c2ccccc2)n1)c1cccs1
→ 11	7	-9	3	3.6	4	-5	2.6	0
> CCc1ccc(OCC(O)CN2CCC(CN3C(=O)c4cccc5cccc(c45)C3=O)CC2)cc1 (stereo unspecified)
→ -21	17	-14	-2	-0.1	-7	-15	-0.9	-26
> COc1ccc(CCNC(=O)N2CCOCC2)cc1
→ -16	9	4	5	0.7	-2	-7	-0.5	1
> Cn1c(=O)c(=O)n(C)c2cc(S(=O)(=O)CCC(=O)Nc3c(F)c(F)c(F)c(F)c3F)ccc21
→ 5	-9	-11	2	-0.4	-3	-1	0.6	-3
> CCC(=O)Nc1cccc(NC(=O)CSc2nnnn2C)c1
→ -1	-4	16	22	0.2	-2	2	-0.4	1
> O=C(NC1CCCCCC1)C1CCN(c2nc3ccccc3o2)CC1
→ 0	9	-6	8	1.4	-7	-9	3.0	-22
